ERG-DNA inh – ERG Ets/DNA interaction inhibition; P11308; fluorescence polarization, His-ERG Ets domain / labelled DNA; Potency, µM (top dose mostly 76.9 µM), for inactives: top-dose FP activity, negative = inhibition, usual class: inhibitors; actives 0.028% (n = 370,000); AID 624246; active = well fitted inhibition curve with a large enough effect in the polarisation, with a control signal flat; inconclusive = small, poorly fitted or top-dose-only effect, or effect the other way, or a change in a side signal; inactive = no such curve, though single readings can be large or run the other way; the % refers to the polarisation;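 also: polarization taken with two DNA probes labelled with fluorescein and Texas red; % of control where 0% means no effect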
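His-tagged ERG Ets domain (1 uM in the protein solution; 300mM KCl, 50mM Tris-HCl, 1mM EDTA, 1mM DTT, pH 7.5) received compound, then a probe mix of 5 nM fluorescein-DNA and 100nM Texas-615-DNA. Fluorescence polarization was read for both dyes.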
HP1b chromo inh – blocks HP1-beta chromodomain binding to methylated histone tails; Potency, µM (titrated, usually from 114 µM), for inactives: at the top dose activity change, negative = inhibition, usual class: inhibitors; P83916; actives 0.56% (n = 390,000); AlphaScreen HP1-beta / biotin-H3K9me3 peptide binding; AID 540317; also: nearly all actives have a fitted effect of over 70% in size; inactives centre near 23
Target sequence (P83916 whole entry, looked up): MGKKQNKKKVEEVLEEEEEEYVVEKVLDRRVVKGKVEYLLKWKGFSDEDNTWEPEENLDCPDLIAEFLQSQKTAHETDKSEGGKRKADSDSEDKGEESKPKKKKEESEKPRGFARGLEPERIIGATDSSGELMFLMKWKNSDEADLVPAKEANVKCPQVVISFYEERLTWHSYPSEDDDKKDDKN
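HP1-beta protein (50 nM final) preincubated 30 min at room temperature with biotinylated H3(1-18)K9me3 peptide (50 nM) in PBS pH 7.4, 0.01% Tween-20, then compound added for 30 min. AlphaScreen streptavidin donor/nickel chelate acceptor beads (10 ug/mL final), 30 min dark, luminescence read.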
JMJD2A Tudor – JMJD2A Tudor domain (human) inhibition | Potency, µM (series often up to 114 µM), for inactives: at the top dose activity change, negative = inhibition, usual class: inhibitors | AlphaScreen JMJD2A-Tudor / H3K4me3 peptide binding | actives 4.4% (n = 390,000); also: % is scaled to controls: 0 for no effect and ±100 for the full control effect; nearly all actives have a fitted effect of over 50% in size
RGS4 inh – human RGS4 inhibition. Potency, µM (highest dose often 114 µM), for the others: at the top dose activity change, negative = inhibition, usual class: inhibitors. Transcreener GDP fluorescence polarization, RGS4-accelerated GTP hydrolysis. P49798. actives 0.039% (n = 390,000); also: % is scaled to controls: 0 for no effect and ±100 for the full control effect; nearly all actives have a fitted effect of over 75% in size; some results filed as inactive show a strong effect at the top dose
Target sequence (P49798 whole entry, looked up): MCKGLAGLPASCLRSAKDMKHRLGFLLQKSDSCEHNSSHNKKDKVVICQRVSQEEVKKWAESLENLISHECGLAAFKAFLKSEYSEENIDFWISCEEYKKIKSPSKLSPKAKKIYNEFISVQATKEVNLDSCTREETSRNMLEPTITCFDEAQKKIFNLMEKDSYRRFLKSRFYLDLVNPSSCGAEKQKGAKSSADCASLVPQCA
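MLSMR compounds (23 nl, pin-transferred) preincubated 10 min at room temperature with a 500nM (2x) first reagent, then RGS4 at 900nM (2x) plus Transcreener GDP mix added; fluorescence polarization (620/688 nm) read before and after 90 min at 30 °C.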
GLS inh – glutaminase GLS (human) inhibition. Potency, µM (titrated, usually from 45.5 µM), without a hit: at the top dose activity change, negative = inhibition, usual class: inhibitors. actives 0.21% (n = 410,000). GLS enzymatic activity, qHTS titration. O94925; also: % is scaled to controls: 0 for no effect and ±100 for the full control effect
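hKGA in 45 mM KH2PO4 pH 8.2, 0.02% Tween-20 with pin-transferred compounds; 1 mM L-glutamine (stock) plus glutamate oxidase/HRP/Amplex Red coupling added. Fluorescence read initially and after 30 min at RT.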
Pin1 inh – blocks the human prolyl isomerase Pin1 | Q13526 | Pin1 FP peptide displacement, HiFluor488, 10 min | Potency, µM (highest dose often 115 µM), inactives show at the highest dose activity, negative = inhibition, most hits filed as inhibitors | actives 0.009% (n = 390,000) | AID 504891; active = well fitted inhibition curve with a large enough effect in the polarisation, with a control signal flat, not every such curve was filed as active; inconclusive = small, poorly fitted or top-dose-only effect, or effect the other way, or a change in a side signal; inactive = no such curve, though single readings can be large or run the other way; the % refers to the polarisation; also: % is scaled to controls: 0 for no effect and ±100 for the full control effect
Target sequence (Q13526 whole entry, looked up): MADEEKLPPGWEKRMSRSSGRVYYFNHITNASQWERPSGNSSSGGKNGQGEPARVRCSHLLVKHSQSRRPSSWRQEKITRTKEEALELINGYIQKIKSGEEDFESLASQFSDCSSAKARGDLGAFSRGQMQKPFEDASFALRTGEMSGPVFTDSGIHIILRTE
ALOX12 inh – ALOX12 (human) lipoxygenase inhibition. purified 12hLO, xylenol orange hydroperoxide absorbance. Potency, µM (series often up to 108 µM), for the others: at the top dose activity change, negative = inhibition, most hits filed as inhibitors. actives 1.1% (n = 580,000). AID 1671190; also: % is scaled to controls: 0 for no effect and ±100 for the full control effect
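Purified human 12hLO at 150 nM in 25 mM Hepes, 0.01% Triton X-100, pH 7.0, preincubated 15 min at room temperature with compound. Reaction started with 40 uM arachidonic acid, 30 min at room temperature. Hydroperoxide measured by Fe-xylenol orange, 573/405 nm absorbance ratio.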
rTrxR1 inhibitor – rat TrxR1 inhibition; recombinant rTrxR1, NADPH fluorescence consumption, selenite substrate; Potency, µM (series often up to 114 µM), for inactives: at the top dose activity change, negative = inhibition, usual class: inhibitors; actives 1% (n = 390,000); AID 588453; also: % is scaled to controls: 0 for no effect and ±100 for the full control effect; nearly all actives have a fitted effect of over 65% in size
Target sequence (O89049 whole entry, looked up): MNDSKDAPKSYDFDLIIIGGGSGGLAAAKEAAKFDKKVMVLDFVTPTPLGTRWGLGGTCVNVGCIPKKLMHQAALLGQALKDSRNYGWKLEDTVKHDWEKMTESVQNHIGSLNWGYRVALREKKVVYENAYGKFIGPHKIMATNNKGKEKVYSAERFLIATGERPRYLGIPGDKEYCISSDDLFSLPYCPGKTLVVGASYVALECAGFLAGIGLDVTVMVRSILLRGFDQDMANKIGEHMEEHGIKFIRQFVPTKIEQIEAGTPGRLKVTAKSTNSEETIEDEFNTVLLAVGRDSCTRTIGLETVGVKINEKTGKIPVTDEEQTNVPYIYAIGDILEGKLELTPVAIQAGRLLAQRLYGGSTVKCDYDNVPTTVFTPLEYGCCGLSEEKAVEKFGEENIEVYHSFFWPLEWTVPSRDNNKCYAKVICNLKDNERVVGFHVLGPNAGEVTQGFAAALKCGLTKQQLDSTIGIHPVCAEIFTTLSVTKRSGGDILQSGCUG
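Rat TrxR1 (90 nM in the dispensed reagent) was pre-reduced with 400 uM NADPH for 5 min at room temperature, then incubated with compound for 15 min. After 400 uM selenite was added, NADPH fluorescence (Ex 340/Em 450 nm) was followed for 8 min.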
PGK inhibitor – T. brucei PGK inhibition; PGK/GAPDH coupled, Kinase-Glo luminescence, 60 min; Potency, µM (series often up to 57.5 µM), for inactives: top-dose activity change, negative = inhibition, usual class: inhibitors; actives 0.043% (n = 380,000); also: % is scaled to controls: 0 for no effect and ±100 for the full control effect; nearly all actives have a fitted effect of over 60% in size
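Luminescent ATP detection (Kinase-Glo Plus) follows a 60-minute room-temperature incubation, with wells lacking PGK as controls. Buffer: 100 mM TEA (pH 7.6), 5 mM MgCl2, 0.01% Tween-20. Coupling enzyme GAPDH (100 nM final) supplies unstable 1,3-BPG in-well.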
* marks the source's active call; other numbers are inactive results; i = inactive; u = inconclusive; x = not tested or not shown; [ ] = remark or other dose. Unless noted, calls follow the shape of the dose curve; as a rule, active = well fitted curve in the direction sought with a large enough effect; inconclusive = small, poorly fitted or top-dose-only effect, or another doubt; inactive = no such curve, though single readings can be large; an effect the other way counts as inactive or inconclusive. Potency is read from the fitted curve at half-maximal effect. An excerpt. The share of hits here may be higher or lower than overall.

1. CCOC(=O)C1C(C)=C(Nc2ccc(OC)cc2)C(=O)N1c1ccc(OC)cc1 (stereo not given)
2. N/C(Cc1ccc(Cl)c(Cl)c1)=N\OC(=O)c1ccc(Br)o1
3. O=C(CN1C(=O)NC2(CCCCCC2)C1=O)N1CCN(c2ccc(F)cc2)CC1
4. O=C(NCCC1=CCCCC1)C1CC(=O)N(C2CCCCCC2)C1 (stereo not given)
5. COc1ccc(NC(=O)C2=C(C)Nc3nc(SCc4ccc(C)cc4C)nn3C2c2cccc(OC)c2OC)cc1 (stereo not given)
6. Cc1cccc(C(=O)Nc2ccc(-c3nc4ccccc4s3)cc2Cl)c1
7. CCOC(=O)c1c(S(=O)(=O)N2CCC(C(=O)NCc3ccccc3OC)CC2)c(C)n(C)c1C
8. Cc1ccc(C(=O)C[n+]2cccc(C(N)=O)c2)cc1
assay / compound	1	2	3	4	5	6	7	8
ERG-DNA inh	-11%	1%	4%	x	1%	4%	3%	2%
HP1b chromo inh	29%	27%	29%	24%	20%	18%	20%	13%
JMJD2A Tudor	2%	10%	-12%	2%	5%	-4%	-14%	-7%
RGS4 inh	7%	2%	-1%	-1%	-20%	-23%	7%	3%
GLS inh	8%	2%	-12%	-4%	-2%	-1%	-1%	-3%
Pin1 inh	1%	7%	2%	0%	1%	8%	2%	-3%
ALOX12 inh	-10%	127%[activator]	20%	-1%	-8%	5%	-7%	4%
rTrxR1 inhibitor	-2%	21%[57.1 µM]	5%	15%[57.1 µM]	16%[57.1 µM]	8%[57.1 µM]	16%[57.1 µM]	30%[57.1 µM]
PGK inhibitor	1%	0%	2%	-2%	-4%	0%	4%	-3%

9. COc1ccc(C2C(=O)N(C3CCC(C)CC3)CC(=O)N2CCC2=CCCCC2)cc1OC (stereo not given)
10. COC(=O)[C@H](Cc1ccccc1)NC(=O)N1CCN(Cc2ccccc2)CC1
11. CC(C)(C)NC(=O)CN(CCN1CCOCC1)C(=O)CNS(=O)(=O)c1ccccc1
12. CC(=O)c1cccc(NC(=O)c2ccc(NC(=O)CC3SC(N4CCCCC4)=NC3=O)cc2)c1 (stereo not given)
13. COCCn1cnc2cc(C)c(C)cc21
14. CCCCn1c(Cc2ccccc2)n[nH]c1=S
15. COc1ccc(CCC(=O)NCc2nc3cccnc3n2Cc2ccc(OC)cc2)cc1
16. COc1ccccc1Cn1c(/C=C/c2ccccc2)nc2ccccc21
assay / compound	9	10	11	12	13	14	15	16
ERG-DNA inh	-3%	-1%	-15%	8%	-3%	4%	0%	7%
HP1b chromo inh	49%[activator]	7%	35%	16%	28%	u	23%[57 µM]	134%[activator]
JMJD2A Tudor	-17%	-13%	1%	-12%	-12%	4µM*	-9%	66%[activator]
RGS4 inh	-24%	11%	-24%	-16%	23%	5%	10%	12%
GLS inh	3%	-11%	-6%	1%	4%	-22%	-2%	3%
Pin1 inh	-2%	3%	-5%	9%	-5%	-4%	-1%	-2%
ALOX12 inh	u	-6%	-2%	-4%	7%	u	-8%	-5%
rTrxR1 inhibitor	8%[57.1 µM]	0%	11%	4%	-5%	-1%	14%[57.1 µM]	u
PGK inhibitor	10%	-6%	-2%	-4%	-1%	-2%	1%	11%

17. Cc1cnc(C(=O)OC(C)C(=O)Nc2ccc(Oc3ccccc3)cc2)cn1 (stereo not given)
18. O=C(CCc1nc(-c2ccc(F)cc2)no1)Nc1cccc(C(=O)NC2CC2)c1
19. COc1ccc(C)cc1-n1cnnn1
20. COc1ccc(C(=O)NNC(=O)c2ccc(S(=O)(=O)N3CC(C)OC(C)C3)cc2)cc1 (stereo not given)
21. O=C(CCCn1c(=S)[nH]c2ccccc2c1=O)NCCSCc1ccccc1
22. CCCCOC(=O)Nc1ccc(C(=O)OCCC)cc1
23. N#C/C(=C(/O)CCCl)c1ccccn1
24. COc1cc(C(=O)/C=C/Nc2ccc(NC(C)=O)cc2)cc(OC)c1OC
assay / compound	17	18	19	20	21	22	23	24
ERG-DNA inh	-12%	-3%	6%	17%	14%	-9%	-6%	5%
HP1b chromo inh	37%	19%	8%	27%	45%[activator]	101%[activator]	31%	53%[activator]
JMJD2A Tudor	-14%	-9%	-18%	-18%	-11%	55%[activator]	u	-6%[57.1 µM]
RGS4 inh	10%	2%	-17%	2%	11%	-5%	-30%	-50%
GLS inh	4%	1%	-9%	4%	3%	-30%	-12%	1%
Pin1 inh	3%	0%	4%	-2%	8%	11%	5%	16%
ALOX12 inh	54%[activator]	3%	0%	3%	0%	1%	0%	-6%
rTrxR1 inhibitor	15%	14%	6%	11%	4%	21%	u	-13%
PGK inhibitor	-8%	i	-2%	x	1%	-11%	x	-4%

25. CC1=NCCN1S(=O)(=O)c1cc(Cl)ccc1Cl
26. O=C(CCCCCn1c(=O)[nH]c2ccccc2c1=O)NCc1cccc(Cl)c1
27. CCN(CC)CCCN(Cc1cc2cc3c(cc2[nH]c1=O)OCO3)C(=S)NCCCN(C)C
28. Cc1cc(NC(=O)Cn2nc(C)c([N+](=O)[O-])c2C)no1
29. Cc1ccccc1NC(=O)c1cc2ccccn2n1
30. O=C(Nc1cccc2ccccc12)N1CCOCC1
31. Cc1ccc(CC(=O)NCC(c2ccco2)N(C)C)cc1C (stereo not given)
32. CCC1CCCCN1Cc1nc2c(c(=O)n(C)c(=O)n2C)n1CC(C)C (stereo not given)
assay / compound	25	26	27	28	29	30	31	32
ERG-DNA inh	-7%	11%	-7%	-13%	-3%	-13%	-2%	1%
HP1b chromo inh	7%	3%	32%	44%[activator]	55%[activator]	27%	24%	26%
JMJD2A Tudor	-7%	-16%	-10%	-13%	-5%	-4%	-23%	-20%
RGS4 inh	40%	-1%	-4%	1%	-6%	-21%	-40%	-15%
GLS inh	-10%	u	2%	3%	-18%	6%	0%	2%
Pin1 inh	5%	8%	-1%	1%	-23%	4%	4%	-6%
ALOX12 inh	0%	-15%	0%	-5%	10%	-25%	-8%	16%
rTrxR1 inhibitor	18%	-4%[57.1 µM]	22%	-5%	14%	38%[activator]	-7%[57.1 µM]	17%[57.1 µM]
PGK inhibitor	-8%	-7%	0%	-8%	-13%	19%	-7%	-3%

JMJD2A Tudor, entries above that show a hit.
14. CCCCn1c(Cc2ccccc2)n[nH]c1=S
assay / compound	14
ERG-DNA inh	4%
HP1b chromo inh	u
JMJD2A Tudor	4µM*
RGS4 inh	5%
GLS inh	-22%
Pin1 inh	-4%
ALOX12 inh	u
rTrxR1 inhibitor	-1%
PGK inhibitor	-2%

Part of the list above in a different format:
(29) Cc1ccccc1NC(=O)c1cc2ccccn2n1
  ERG-DNA inh: -3%
  HP1b chromo inh: 55%[activator]
  JMJD2A Tudor: -5%
  RGS4 inh: -6%
  GLS inh: -18%
  Pin1 inh: -23%
  ALOX12 inh: 10%
  rTrxR1 inhibitor: 14%
  PGK inhibitor: -13%
(27) CCN(CC)CCCN(Cc1cc2cc3c(cc2[nH]c1=O)OCO3)C(=S)NCCCN(C)C
  ERG-DNA inh: -7%
  HP1b chromo inh: 32%
  JMJD2A Tudor: -10%
  RGS4 inh: -4%
  GLS inh: 2%
  Pin1 inh: -1%
  ALOX12 inh: 0%
  rTrxR1 inhibitor: 22%
  PGK inhibitor: 0%

(next part)
33. CCc1c(O)nc(SC2CC(=O)N(c3ccccc3)C2=O)[nH]c1=O (stereo not given)
34. CC(=Nc1ccc(Br)cc1)c1sc2ccccc2c1O
35. Cc1ccc(CSc2nnc(-c3ccco3)o2)cc1
36. Cc1nn2c(C)c(C(=O)N3CCN(c4ccccc4F)CC3)cnc2c1-c1ccc(F)cc1
37. COc1ccc(-c2nnc(SC(C)C(=O)Nc3c(C)n(C)n(-c4ccccc4)c3=O)o2)cc1 (stereo not given)
38. COc1cc(NC(=O)Nc2cccc([N+](=O)[O-])c2)cc(OC)c1
39. Cn1cc(CN2CCN(CCc3ccccc3)C(CCO)C2)cn1 (stereo not given)
40. CC(=O)N1CCc2c(sc3c2c(=O)n(-c2ccc(C)cc2)c(=O)n3CC(=O)Nc2ccccc2)C1
41. COc1ccc(NC(=O)CN(c2ccc([N+](=O)[O-])cc2)S(=O)(=O)c2ccccc2)c(OC)c1
42. COc1cc(C(C)=O)ccc1OC(=O)C(C)N1C(=O)c2ccccc2C1=O (stereo not given)
assay / compound	33	34	35	36	37	38	39	40	41	42
ERG-DNA inh	0%	0%	1%	-12%	4%	1%	10%	0%	-3%	x
HP1b chromo inh	22%	79%[activator]	72%[activator]	54%[activator]	17%	-1%	40%[activator]	18%	-4%	21%
JMJD2A Tudor	-22%	-2%	38%[activator]	-1%	-18%	-34%	-9%	-13%	-36%	-7%
RGS4 inh	-6%	4%	7%	-17%	10%	7%	-11%	-18%	14%	-8%
GLS inh	5%	-8%	-5%	3%	12%	-1%	5%	-3%	8%	6%
Pin1 inh	-5%	u	6%	5%	-2%	-6%	-1%	36%[activator]	0%	-2%
ALOX12 inh	10µM*	0%	22%	4%	0%	x	-9%	-14%	2%	-4%
rTrxR1 inhibitor	-12%	23%	5%	-1%[57.1 µM]	6%	17%[57.1 µM]	15%	-7%	11%	-23%
PGK inhibitor	0%	-10%	i	-4%	0%	-7%	-3%	-2%	-6%	3%[11.5 µM]

Screens from PubChem BioAssay.
